G9a block – inhibitors of human histone lysine methyltransferase G9a; G9a H3K9 monomethylation, AlphaScreen, 2 h; Potency, µM (doses to about 102 µM), without a hit: at the top dose activity, negative = inhibition, actives largely listed as inhibitors; 350,000 tested, 8.8% active; AID 504332; also: potency is read from the fitted curve at half-maximal effect; % is scaled to controls: 0 for no effect and ±100 for the full control effect; nearly all actives have a fitted effect of over 75% in size
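Chemiluminescent proximity detection of H3K9 monomethylation, read after 10 min bead incubation in the dark. Reaction: 20 nM G9a, 500 nM biotin-H3K9 peptide, 20 uM SAM cofactor, 2 h, room temperature, following 15 min enzyme-compound preincubation.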
PI4K2A inh – blocks human PI4K2A kinase activity; purified PI4K2A, ADP-Glo luminescence, 1 h; hits give low values; activity change, negative = inhibition, % at 76.9 µM; 420,000 tested, 0.13% active; AID 1346378; in the data active = activity change below about -50%; inconclusive = mostly about -30% to -49%;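 also: -100% = wells without enzyme as full effect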
Target sequence (Q9BTU6 whole entry, looked up): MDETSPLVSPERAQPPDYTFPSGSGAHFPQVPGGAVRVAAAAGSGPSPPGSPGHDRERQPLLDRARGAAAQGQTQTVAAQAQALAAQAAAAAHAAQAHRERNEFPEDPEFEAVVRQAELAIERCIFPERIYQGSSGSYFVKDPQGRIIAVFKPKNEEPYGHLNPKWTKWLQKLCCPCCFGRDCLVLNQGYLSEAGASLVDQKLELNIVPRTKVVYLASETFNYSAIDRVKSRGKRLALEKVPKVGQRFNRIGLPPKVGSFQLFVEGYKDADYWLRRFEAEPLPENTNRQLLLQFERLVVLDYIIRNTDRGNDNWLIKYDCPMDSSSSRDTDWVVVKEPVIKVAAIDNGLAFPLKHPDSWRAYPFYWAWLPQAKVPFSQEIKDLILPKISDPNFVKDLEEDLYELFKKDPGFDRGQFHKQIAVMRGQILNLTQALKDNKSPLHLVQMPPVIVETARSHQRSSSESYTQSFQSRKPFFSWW
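PI4K2A activity was measured by ADP-Glo luminescence: enzyme (4 ug/mL stock) and phosphatidylinositol (1.2 mM stock) in Tris pH 7.5/MgCl2/EGTA/Triton X-100 buffer were reacted with ATP (300 microM stock) for one hour at ambient temperature.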
ERG Ets-DNA blk – inhibitors of human ERG Ets domain-DNA interaction; Potency, µM (doses to about 76.9 µM), inactives show at the highest dose FP activity, negative = inhibition, hits mostly inhibitors; 370,000 tested, 0.028% active; fluorescence polarization, His-ERG Ets domain / labelled DNA; AID 624246; P11308; active = well fitted inhibition curve with a large enough effect in the polarisation, with a control signal flat; inconclusive = small, poorly fitted or top-dose-only effect, or effect the other way, or a change in a side signal; inactive = no such curve, though single readings can be large or run the other way; the % refers to the polarisation;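 also: polarization taken with two DNA probes labelled with fluorescein and Texas red; potency is read from the fitted curve at half-maximal effect; % of control where 0% means no effect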
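His-tagged ERG Ets domain (1 uM in the protein solution; 300mM KCl, 50mM Tris-HCl, 1mM EDTA, 1mM DTT, pH 7.5) received compound, then a probe mix of 5 nM fluorescein-DNA and 100nM Texas-615-DNA. Fluorescence polarization was read for both dyes.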
HP1b chromo inh – inhibitors of HP1-beta chromodomain binding to methylated histone tails; P83916; AlphaScreen HP1-beta / biotin-H3K9me3 peptide binding; Potency, µM (highest dose often 114 µM), without a hit: at the top dose activity change, negative = inhibition, hits mostly inhibitors; 390,000 tested, 0.56% active; AID 540317; also: potency is read from the fitted curve at half-maximal effect; nearly all actives have a fitted effect of over 70% in size; inactives centre near 23
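AlphaScreen: HP1-beta (50 nM) preformed 30 min with biotin-H3(1-18)K9me3 peptide (50 nM) in PBS pH 7.4, 0.01% Tween-20. Compound added for 30 min at RT, then streptavidin donor/nickel chelate acceptor beads (10 ug/mL) for 30 min.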
BAZ2B inh – inhibitors of human BAZ2B bromodomain | Potency, µM (top dose mostly 114 µM), for inactives: top-dose activity change, negative = inhibition, hits mostly inhibitors | 360,000 tested, 4.4% active | AlphaScreen BAZ2B-H3K14Ac peptide displacement; also: potency is read from the fitted curve at half-maximal effect; % is scaled to controls: 0 for no effect and ±100 for the full control effect; nearly all actives have a fitted effect of over 60% in size
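Multi-concentration screen (max 110 uM) measuring displacement of acetylated histone H3 peptide from BAZ2B by AlphaScreen, using 50 nM protein, 50 nM peptide and 10 ug/mL streptavidin donor plus Ni-chelate acceptor beads.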
JMJD2A Tudor inh – JMJD2A Tudor domain (human) inhibition. AlphaScreen JMJD2A-Tudor / H3K4me3 peptide binding. Potency, µM (top dose mostly 114 µM), inactives show top-dose activity change, negative = inhibition, usual class: inhibitors. 390,000 tested, 4.4% active. AID 504339; also: potency is read from the fitted curve at half-maximal effect; % is scaled to controls: 0 for no effect and ±100 for the full control effect; nearly all actives have a fitted effect of over 50% in size
Pin1 inhibitor – inhibitors of human Pin1. Potency, µM (series often up to 115 µM), for inactives: at the highest dose activity, negative = inhibition, most hits filed as inhibitors. Pin1 FP peptide displacement, HiFluor488, 10 min. Q13526. 390,000 tested, 0.009% active; active = well fitted inhibition curve with a large enough effect in the polarisation, with a control signal flat, not every such curve was filed as active; inconclusive = small, poorly fitted or top-dose-only effect, or effect the other way, or a change in a side signal; inactive = no such curve, though single readings can be large or run the other way; the % refers to the polarisation; also: potency is read from the fitted curve at half-maximal effect; % is scaled to controls: 0 for no effect and ±100 for the full control effect
PGK inhibitor – inhibitors of T. brucei phosphoglycerate kinase. Potency, µM (doses to about 57.5 µM), for the others: at the top dose activity change, negative = inhibition, most hits filed as inhibitors. PGK/GAPDH coupled, Kinase-Glo luminescence, 60 min. P07378. 380,000 tested, 0.043% active; also: potency is read from the fitted curve at half-maximal effect; % is scaled to controls: 0 for no effect and ±100 for the full control effect; nearly all actives have a fitted effect of over 60% in size
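Luminescent ATP detection (Kinase-Glo Plus) follows a 60-minute room-temperature incubation, with wells lacking PGK as controls. Buffer: 100 mM TEA (pH 7.6), 5 mM MgCl2, 0.01% Tween-20. Coupling enzyme GAPDH (100 nM final) supplies unstable 1,3-BPG in-well.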
GLS inh – glutaminase GLS (human) inhibition; Potency, µM (highest dose often 45.5 µM), inactives show at the highest dose activity change, negative = inhibition, actives largely listed as inhibitors; 410,000 tested, 0.21% active; AID 624170; GLS enzymatic activity, qHTS titration; also: potency is read from the fitted curve at half-maximal effect; % is scaled to controls: 0 for no effect and ±100 for the full control effect
Target sequence (O94925 whole entry, looked up): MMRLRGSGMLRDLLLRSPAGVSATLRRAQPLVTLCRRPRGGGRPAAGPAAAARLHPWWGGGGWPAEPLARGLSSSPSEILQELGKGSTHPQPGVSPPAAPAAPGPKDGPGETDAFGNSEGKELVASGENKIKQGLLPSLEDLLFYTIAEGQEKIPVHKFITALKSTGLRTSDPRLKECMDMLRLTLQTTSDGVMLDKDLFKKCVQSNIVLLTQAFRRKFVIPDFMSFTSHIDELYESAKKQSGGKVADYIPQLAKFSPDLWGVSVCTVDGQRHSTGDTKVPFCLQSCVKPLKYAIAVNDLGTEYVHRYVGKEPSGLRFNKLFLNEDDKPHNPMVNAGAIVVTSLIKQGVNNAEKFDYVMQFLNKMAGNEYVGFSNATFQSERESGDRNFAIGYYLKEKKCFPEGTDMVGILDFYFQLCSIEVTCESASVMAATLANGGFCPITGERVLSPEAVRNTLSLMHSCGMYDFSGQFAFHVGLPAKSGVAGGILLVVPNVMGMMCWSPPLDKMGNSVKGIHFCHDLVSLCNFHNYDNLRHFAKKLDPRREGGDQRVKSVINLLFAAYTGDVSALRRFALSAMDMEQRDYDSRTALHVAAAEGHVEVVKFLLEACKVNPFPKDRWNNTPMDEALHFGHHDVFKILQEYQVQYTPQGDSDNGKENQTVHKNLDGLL
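Coupled fluorescence readout: glutamate oxidase/HRP/Amplex Red detect glutamate formed by hKGA from L-glutamine (1 mM solution added). Buffer 45 mM KH2PO4 pH 8.2, 0.02% Tween-20; reads at t0 and 30 min RT.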
Active calls of the source: *; i = inactive; ? = inconclusive; · = no result given; & = joins results of further samples; [ ] = dose if it differs, or a comment. Unless noted, calls follow the shape of the dose curve; as a rule, active = well fitted curve in the direction sought with a large enough effect; inconclusive = small, poorly fitted or top-dose-only effect, or another doubt; inactive = no such curve, though single readings can be large; an effect the other way counts as inactive or inconclusive.

cpd | SMILES | G9a block | PI4K2A inh | ERG Ets-DNA blk | HP1b chromo inh | BAZ2B inh
1 | c1coc(CNC2C3CC4CC(C3)CC2C4)c1 (stereo unspecified) | -49% | 5 | -2% | 11% | -15%
2 | Cc1cc(C(=O)NN=C2CCCCCC2)c(C)o1 | 23%[12.7 µM] | 4 | 1% | 49%[activator] | -22%
3 | CC(C)[C@H](CO)Nc1nc(NCc2ccc(S(N)(=O)=O)cc2)c2ncn(C(C)C)c2n1 | 24%[12.7 µM] | 4 | 2% | 29% | -7%
4 | Cc1cccc(NC(=O)c2ccc(C)c(S(=O)(=O)N3CCCCC3)c2)n1 | 6% | -7 | 2% | 15% | 4%
5 | CCC(=O)C1=C(O)C(c2cccc(Oc3ccccc3)c2)CCC1=O (stereo unspecified) | -3% | 3 | 5% | 17% | -14%
6 | COCCN(C(=S)Nc1ccc(OC)cc1)C1CCN(C(C)C)CC1 | 15%[59 µM] | 1 | 4% | 26% | 13%
7 | CC(NC(=O)C(=O)Nc1c2c(nn1-c1ccc(F)cc1)CSC2)c1ccccc1 (stereo unspecified) | 27%[59 µM] | -5 | -6% | 46%[activator] | 0%
8 | CC1=C(C(N)=O)C(c2ccccc2F)NC(=O)N1 (stereo unspecified) | 0% | -4 | -2% | 35% | 22%
9 | COCCN(C(=O)Cn1nnc2ccccc21)C(C(=O)NC1CCCC1)c1cc(OC)ccc1OC (stereo unspecified) | -30%[12.7 µM] | 4 | -2% | 26% | 7%
10 | COc1cc(O)cc2c1[C@@H]1Oc3c(ccc(O)c3CC=C(C)C)[C@@H]1CO2 | · | -1 | -1% | -12% | ·
11 | COC(=O)CCC(C(=O)CN1C(=O)c2ccccc2C1=O)N1C(=O)c2ccccc2C1=O (stereo unspecified) | · | 2 | · | ? | ·
12 | COc1ccc(/C=C(\NC(=O)c2ccccc2)C(=O)NCCC(=O)O)cc1 | · | -2 | -1% | 19% | -3%
13 | Cc1ccc(CN2CCC(CNC(=O)c3cnn(-c4ccc(C)cc4)c3C3CCN(C(=O)OC(C)(C)C)CC3)CC2)cc1 | -16%[59 µM] | -6 | -9% | ? | -7%[57.1 µM]
14 | CCN(CC)S(=O)(=O)c1cc(C(=O)Nc2cc(C)on2)c(Cl)cc1Cl | -4% | -6 | -4% | 31% | 8%
15 | CCOC(=O)c1ccc(N2C(=O)c3n[nH]c(-c4ccco4)c3C2c2cccc(OC)c2)cc1 (stereo unspecified) | ? | 2 | 3% | -23% | ·

cpd | JMJD2A Tudor inh | Pin1 inhibitor | PGK inhibitor | GLS inh
1 | -13% | -4% | -2% | -2%
2 | -27% | -9% | 0% | 9%
3 | -19% | 5% | i | -11%
4 | -18% | -3% | -3% | 3%
5 | -12% | ? | 6% | 5%
6 | -2% | 0% | -2% | 5%
7 | -2% | -6% | -9% | 3%
8 | 1% | -4% | -2% | -1%
9 | -6% | 6% | i | 9%
10 | ? | -2% | -10% | -9%
11 | -24% | -11% | i | -4%
12 | -21% | 5% | -7% | -6%
13 | -29% | -4% | -11% | 0%
14 | -10% | 2% | 1% | -2%
15 | ? | 38%[activator] | i | 4%

Continuation.
cpd | SMILES | G9a block | PI4K2A inh | ERG Ets-DNA blk | HP1b chromo inh | BAZ2B inh
16 | C/C(CC(=O)Nc1ccc2c(c1)OCO2)=N\NC(=O)c1ccccc1N | · | -19 | 3% | 27% | -17%
17 | N#Cc1ccc(-c2ccco2)nc1SCC(=O)c1ccc(Cl)cc1 | 2%[59 µM] | -11 | 7% | 52% | 3%
18 | Cc1ccc(-n2c(=O)cc(N3CCC(C)CC3)[nH]c2=O)cc1 | -22%[12.7 µM] | -2 | 4% | 31% | 4%
19 | COc1ccc(/C=C\C(=O)NC2CC(=O)N(c3ccccc3)C2)cc1OC (stereo unspecified) | 17%[59 µM] | 2 | 7% | 36% | 6%
20 | O=C(O)/C=C/C(=O)Nc1ccc(OCc2ccccc2)cc1 | 56µM* | 3 | -5% | 51%[activator] | -28%
21 | Cc1ccc2c(C)[nH]c(=O)cc2c1 | -6% | 2 | 11% | 27% | -6%
22 | CCOC(=O)C1(CCc2ccccc2)CCN(C(=O)CCn2cnnn2)CC1 | 2% | 0 | 28% | -4% | 0%
23 | COc1ccc(NC(=O)CCCNC(=O)c2ccc(Cl)cc2)c(OC)c1 | 22% | -2 | -4% | 1% | 4%
24 | C/C(=N/OC(=O)c1c(F)cccc1F)c1nccs1 | -12%[59 µM] | ? | -3% | 27% | 5%
25 | Cn1cc(CCC(=O)NCc2ccc(Cl)cc2)c2ccccc21 | -42%[59 µM] | 5&3 | -12%&-3% | 10%&21% | ?
26 | CSc1nc(C)cc(OCCO)n1 | ? | 7 | 0% | -23% | 21%
27 | C=CCn1c(SCc2ccc(OC)cc2)nnc1-c1cccnc1 | -8% | -7 | 7% | 1% | -1%
28 | Brc1cccc(Cn2c(-c3cncs3)nc3ccccc32)c1 | -3%[59 µM] | -1 | -15% | 40% | 9%
29 | COc1ccccc1NC(=O)N(CCN1CCCC1)Cc1cc2cc(C)ccc2[nH]c1=O | · | 1 | 1% | 17% | ·
30 | Cc1ccc(NC(=O)c2cc(S(=O)(=O)N3CCOCC3)cn2C)c(C)c1 | 32% | ? | 14% | 5% | -23%

cpd | JMJD2A Tudor inh | Pin1 inhibitor | PGK inhibitor | GLS inh
16 | 4% | 94%[activator] | 2% | -9%
17 | 7% | 101%[activator] | 8% | 0%
18 | -12% | 0% | -5% | 7%
19 | 12% | 0% | -10% | -4%
20 | -18% | -4% | i | 5%
21 | 2% | 0% | 3% | 14%
22 | -19% | -3% | 1% | 7%
23 | -5% | -4% | -5% | 6%
24 | 8% | -2% | -11% | -1%
25 | -36%&-19% | -7%&1% | -10%&3% | -19%&4%
26 | -33% | 4% | 5% | 8%
27 | -19% | 0% | -5% | -10%
28 | 3% | 3% | -1% | -11%
29 | -19% | 7% | 1% | 17%
30 | -15% | -1% | 0% | -5%

Next records
cpd | SMILES | G9a block | PI4K2A inh | ERG Ets-DNA blk | HP1b chromo inh | BAZ2B inh
31 | Cc1ccc(C)c(NC(=O)C(c2ccccc2)N2CCOCC2)c1 (stereo unspecified) | -7% | -2 | 2% | 19% | 5%
32 | C=CCNc1c2c(nc3ncnn13)CC(C)CC2 (stereo unspecified) | -4% | 6 | -11% | 41%[activator] | -5%
33 | COc1ccc(C(=O)N(CC2CCCO2)C(C(=O)NC2CCCC2)c2ccc(C)cc2)cc1OC (stereo unspecified) | 11%[59 µM] | 1 | 1% | 31%[activator] | -4%
34 | NC(=O)NCc1ccc(Cl)cc1 | 56%[activator][12.7 µM] | 0 | 3% | 5% | -5%
35 | FC(F)(F)Oc1ccc(NC(=S)NCc2ccccc2)cc1 | 10% | -1 | 1% | 50%[activator] | 1%
36 | COc1cc(OC)c(C(=O)OCC(=O)N2CCN(S(=O)(=O)c3ccc(C)cc3C)CC2)cc1OC | · | -4 | · | 12% | ·
37 | Cc1cc(C)nc(NC(=O)CN2C(=O)c3ccccc3S2(=O)=O)n1 | -19% | 1 | 3% | 37% | 1%
38 | Cc1cccc(NC(=O)CN2CCN(C(=O)C3CCC3)CC2)c1C | -12%[2.33 µM] | -4 | -2% | 8% | 9%
39 | COC(=O)c1cccc(NC(=O)NC(=O)c2ccccc2Cl)c1 | · | 3 | 4% | 29% | 4%
40 | COCCNc1ncnc2nc[nH]c12 | 8%[59 µM] | 2 | 1% | 1% | 8%
41 | Cc1ccc(CNC(=O)COC(=O)CSc2cc(C)c(Br)cc2C)cc1 | 25% | 0 | -2% | 55%[activator] | 85%[activator]
42 | CCN1CCN(C(=O)C2CCN(Cc3cc(Cl)ccc3O)CC2)CC1 | 10µM* | -5 | · | ? | ?

cpd | JMJD2A Tudor inh | Pin1 inhibitor | PGK inhibitor | GLS inh
31 | -12% | -1% | -1% | 14%
32 | 1% | 5% | -1% | -12%
33 | 12% | -1% | -12% | ·
34 | -10% | -2% | -9% | 10%
35 | 1% | -1% | 4% | 0%
36 | -14% | -1% | i | 3%
37 | -5% | 0% | i | -6%
38 | -6% | 4% | -1% | -3%
39 | -5% | 4% | -2% | -11%
40 | -6%[57.1 µM] | 1% | -7% | 2%
41 | 32% | -2% | 0% | 1%
42 | 10µM* | 1% | i | 26%

2 entries drawn at random from the list so far:
cpd | SMILES | G9a block | PI4K2A inh | ERG Ets-DNA blk | HP1b chromo inh | BAZ2B inh
40 | COCCNc1ncnc2nc[nH]c12 | 8%[59 µM] | 2 | 1% | 1% | 8%
36 | COc1cc(OC)c(C(=O)OCC(=O)N2CCN(S(=O)(=O)c3ccc(C)cc3C)CC2)cc1OC | · | -4 | · | 12% | ·

cpd | JMJD2A Tudor inh | Pin1 inhibitor | PGK inhibitor | GLS inh
40 | -6%[57.1 µM] | 1% | -7% | 2%
36 | -14% | -1% | i | 3%

Full records, looked up by structure. Order of screens: G9a block	PI4K2A inh	ERG Ets-DNA blk	HP1b chromo inh	BAZ2B inh	JMJD2A Tudor inh	Pin1 inhibitor	PGK inhibitor	GLS inh
Cc1cccc(NC(=O)CN2CCN(C(=O)C3CCC3)CC2)c1C is listed as -12%[2.33 µM]	-4	-2%	8%	9%	-6%	4%	-1%	-3%
Cc1ccc(CNC(=O)COC(=O)CSc2cc(C)c(Br)cc2C)cc1 is listed as 25%	0	-2%	55%[activator]	85%[activator]	32%	-2%	0%	1%

Screening results deposited in PubChem BioAssay by National Center for Advancing Translational Sciences (NCATS).
